VLA-4 inh = inhibition in a human VLA-4 binding assay; P13612; VLA-4 expressing cells, ligand binding flow cytometry; inhibition, % (about 7 µM as worked out from the volumes in the protocol); hit rate 0.2% among 330,000; in the data active means inhibition above about 50%
LAP4 TOR yeast = alters LAP4-GFP fluorescence in TOR pathway yeast screen | GFP response vs DMSO, % at 10 µM | hit rate 0.34% among 320,000 | S. cerevisiae LAP4-GFP multiplex, flow cytometry GFP, 3 h; median GFP as percent of DMSO wells;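 active means GFP response vs DMSO above a set limit, about the screen mean plus 3 SD, cut at about 150% in these data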
AGP1 TOR yeast = alters AGP1-GFP fluorescence in TOR pathway yeast screen; AID 2066; hit rate 0.02% among 320,000; GFP response vs DMSO, % at 10 µM; S. cerevisiae AGP1-GFP multiplex flow cytometry, 3 h; GFP as percent of DMSO wells;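 active means GFP response relative to DMSO above a set limit, near screen average plus 3 SD, cut at about 150% in these data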;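 further: median GFP channel fluorescence of the gated AGP1 strain per well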
MEP2 TOR yeast = modulators of TOR pathway MEP2-GFP in S. cerevisiae; S. cerevisiae MEP2-GFP strain, flow cytometry GFP, 3 h; 100% = DMSO control level; GFP response vs DMSO, % at 10 µM; hit rate 0.51% among 330,000;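 active means GFP response versus DMSO above a set limit, roughly screen mean plus 3 SD, cut at about 180% in these data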;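 further: median GFP fluorescence of the barcode-gated MEP2-GFP cells per well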
RPL19A TOR yeast = alters RPL19A-GFP fluorescence in TOR pathway yeast screen | S. cerevisiae RPL19A-GFP strain, flow cytometry, 3 h; stronger effect = lower value | percent response vs DMSO, % at 10 µM | hit rate 0.3% among 330,000;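 active means percent response vs DMSO below 50%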;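 further: median channel GFP fluorescence of the barcoded RPL19A-GFP strain; ratio of sample median GFP to plate DMSO average so 100% = DMSO; lower means less RPL19A-GFP as with rapamycin TOR inhibition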
CIT2-GFP yeast = alters CIT2-GFP fluorescence in TOR pathway yeast screen | S. cerevisiae CIT2-GFP strain, flow cytometry, 3 h; 100 means same as DMSO wells | GFP response vs DMSO, % at 10 µM | hit rate 0.065% among 320,000;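 active means GFP response relative to DMSO above a set limit, near the screen mean plus 3 SD, cut at about 150% in these data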;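 further: ratio of well median GFP fluorescence to mean of DMSO wells on the plate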
GASC-1 inh = inhibitors of human GASC-1 (JMJD2C) demethylase. Q9H3R0. GST-JMJD2C(1-420) H3K9me3 demethylation, DELFIA europium. inhibition, % at 2.35 µM. hit rate 0.069% among 330,000. AID 2099;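 active means more than half of a compound's replicate wells show inhibition beyond 50%, single wells judged on their own value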;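 further: signal counts dimethyl H3K9 product captured on neutravidin plate; 0% = median of DMSO wells and 100% = 0.3 times that DMSO median; strong numbers were not always called active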
Target sequence (Q9H3R0 1-420 limits assumed): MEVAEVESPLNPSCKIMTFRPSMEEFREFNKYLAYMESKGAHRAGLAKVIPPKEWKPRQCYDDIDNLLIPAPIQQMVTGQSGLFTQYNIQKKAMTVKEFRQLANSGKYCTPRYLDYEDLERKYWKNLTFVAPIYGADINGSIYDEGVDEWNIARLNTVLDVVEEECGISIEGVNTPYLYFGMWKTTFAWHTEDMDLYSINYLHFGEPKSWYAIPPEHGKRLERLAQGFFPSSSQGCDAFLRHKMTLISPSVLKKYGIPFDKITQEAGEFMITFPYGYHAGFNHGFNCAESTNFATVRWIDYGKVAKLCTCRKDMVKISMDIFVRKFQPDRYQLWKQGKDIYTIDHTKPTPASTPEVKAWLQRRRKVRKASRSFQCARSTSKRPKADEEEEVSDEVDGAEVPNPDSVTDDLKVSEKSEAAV
GRK2 aptamer HTS = human GRK2 inhibition via aptamer displacement; bead flow cytometry, FAM-aptamer displacement from GRK2; hit rate 0.59% among 330,000; inhibition of aptamer binding, % at 10 µM; P25098;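 active means inhibition of aptamer binding above 40%, roughly 3 SD of noise, on plates passing a quality check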;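 further: median bead fluorescence of bound FAM aptamer so fluorescent compounds give negative values; no value below 0 was filed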
An asterisk follows results filed as active; / = no result given; & = joins results of further samples.

1. CC1CCCC(NC(=O)COC(=O)/C=C/c2ccc([N+](=O)[O-])cc2)C1C (stereo not drawn)
2. COc1ccc(OC)c(S(=O)(=O)N2CCC(C(=O)NCc3ccccn3)CC2)c1
3. CCOC(=O)/C(C#N)=C(\O)c1ccc(NC(=O)c2ccc([N+](=O)[O-])cc2)cc1
4. COc1ccc(CCNc2cc(=O)[nH]c(N)n2)cc1
5. CCOc1ccc(CCNC(=O)CCc2nnc3ccc(N4CCCCC4)nn23)cc1OCC
6. CCOC(=O)c1ccccc1NC(=O)COC(=O)CCC(=O)N1CCOCC1
7. CCN(CC)P(=O)(Nc1ccc(Br)cc1)c1c(C)nn(CCC#N)c1NC(=O)c1ccc(Cl)cc1 (stereo not drawn)
8. COc1ccc(NC(=O)COC(=O)CCC2CCCCC2)cc1

entry no.	1	2	3	4	5	6	7	8
VLA-4 inh	7	13	-8	7	25	9	-4	-11
LAP4 TOR yeast	99	98	127	106	104	101	99	94
AGP1 TOR yeast	99	94	108	104	104	99	106	97
MEP2 TOR yeast	98	97	105	103	105	106	104	107
RPL19A TOR yeast	103	93	104	99	106	100	103	99
CIT2-GFP yeast	100	91	97	96	110	95	105	100
GASC-1 inh	-2	4	-24	29	3	2	3	0
GRK2 aptamer HTS	0	2	2	5	0	1	3	0

9. Nc1ccc(C(=O)C(=O)c2ccccc2)cc1
10. CC(=O)c1cccc(NC2c3ncccc3C(=O)N2Cc2ccco2)c1 (stereo not drawn)
11. O=C(Cn1nnc(-c2ccc(CN3CCOCC3)cc2)n1)NC1CCCCC1
12. Cc1ccc(CNCc2ccccc2Cl)cc1
13. CCCC(=O)OCCNC(=O)c1cc2ccccc2oc1=O
14. COC(=O)/C(=C1/Oc2ccc(C(C)(C)C)cc2S1)C(F)(F)F
15. CCn1c(SCc2nc3ccccc3c(=O)[nH]2)nnc1C(C)NC(=O)c1ccccc1 (stereo not drawn)
16. CN(C)c1ccc(/C=N/N(CCO)C2=NS(=O)(=O)c3ccccc32)cc1

entry no.	9	10	11	12	13	14	15	16
VLA-4 inh	21	1	6	11	16	3	7	40
LAP4 TOR yeast	101	105	96	97	108	92	100	102
AGP1 TOR yeast	102	/	101	94	107	99	94	100
MEP2 TOR yeast	104	104	99	111	105	106	95	98
RPL19A TOR yeast	95	104	101	100	103	108	94	100
CIT2-GFP yeast	101	100	103	91	114	106	90	96
GASC-1 inh	-2	-6	1	10	1	-8	5	-14
GRK2 aptamer HTS	1	0	0	1	2	0	7	3

17. CCOC(=O)C1CCN(C(=O)Nc2ccccc2Cl)CC1
18. CC1CCCCN1CCNC(=O)C1CCCN(S(=O)(=O)c2cccc3nsnc23)C1 (stereo not drawn)
19. O=C(c1ccccc1F)N1CCN(c2ccc([N+](=O)[O-])c3cccnc23)CC1
20. CCCCN1CC(=O)N2[C@H]3c4ccc(OC)cc4OC[C@@H]3[C@H](C(=O)OCC)[C@]2(C)C1=O
21. COC(=O)NN1C(=O)C(c2ccccc2)=C(c2ccc(Cl)cc2)C1=O
22. Cc1ccccc1NC(=O)OCc1cccnc1Sc1ccc(Cl)cc1
23. N#Cc1ccc(N2C(=O)[C@@H]3C(C(=O)C(c4ccccc4)c4ccccc4)=NN[C@@H]3C2=O)cc1
24. CC(C)CNC(=S)NNC(=O)c1ccc2c(c1)OCO2

entry no.	17	18	19	20	21	22	23	24
VLA-4 inh	6	12	1	11	-6	22	-11	-5
LAP4 TOR yeast	99	95	104	94	107	92	105	107
AGP1 TOR yeast	98	93	105	100	104	97	105	113
MEP2 TOR yeast	92	101	99	83	96	95	104	114
RPL19A TOR yeast	98	98	97	97	99	101	102	117
CIT2-GFP yeast	96	89	105	100	101	110	97	98
GASC-1 inh	11	-17	-25	5	1	6	8	5
GRK2 aptamer HTS	4	0	4	4	1	1	0	10

Sorted by number of heavy atoms (falling): some entries from above
23. N#Cc1ccc(N2C(=O)[C@@H]3C(C(=O)C(c4ccccc4)c4ccccc4)=NN[C@@H]3C2=O)cc1
15. CCn1c(SCc2nc3ccccc3c(=O)[nH]2)nnc1C(C)NC(=O)c1ccccc1 (stereo not drawn)
18. CC1CCCCN1CCNC(=O)C1CCCN(S(=O)(=O)c2cccc3nsnc23)C1 (stereo not drawn)
19. O=C(c1ccccc1F)N1CCN(c2ccc([N+](=O)[O-])c3cccnc23)CC1
22. Cc1ccccc1NC(=O)OCc1cccnc1Sc1ccc(Cl)cc1
21. COC(=O)NN1C(=O)C(c2ccccc2)=C(c2ccc(Cl)cc2)C1=O
14. COC(=O)/C(=C1/Oc2ccc(C(C)(C)C)cc2S1)C(F)(F)F
17. CCOC(=O)C1CCN(C(=O)Nc2ccccc2Cl)CC1
24. CC(C)CNC(=S)NNC(=O)c1ccc2c(c1)OCO2

entry no.	23	15	18	19	22	21	14	17	24
VLA-4 inh	-11	7	12	1	22	-6	3	6	-5
LAP4 TOR yeast	105	100	95	104	92	107	92	99	107
AGP1 TOR yeast	105	94	93	105	97	104	99	98	113
MEP2 TOR yeast	104	95	101	99	95	96	106	92	114
RPL19A TOR yeast	102	94	98	97	101	99	108	98	117
CIT2-GFP yeast	97	90	89	105	110	101	106	96	98
GASC-1 inh	8	5	-17	-25	6	1	-8	11	5
GRK2 aptamer HTS	0	7	0	4	1	1	0	4	10

Next structures
25. Cc1ccc2cc3cc(C(=O)N4CCN(C(=O)c5ccco5)CC4)sc3nc2c1
26. CCC(C)OC(=O)c1[nH]c2c(c1C)C(=O)CC(c1ccc(N(C)C)cc1)C2 (stereo not drawn)
27. O=[N+]([O-])c1ccc2cn[nH]c2c1
28. CCc1cc2c(=O)c(-c3nc4ccccc4n3C)coc2c(CN2CCCC(C)C2)c1O (stereo not drawn)
29. COc1ccc(/C=C/C(=O)O)cc1S(=O)(=O)NCc1cccnc1
30. COc1ccccc1C(=O)NCCCN1CCCC1=O
31. CCOc1cc(N2CCOCC2)c(OCC)cc1NC(=O)CN1CCCC(C)C1 (stereo not drawn)
32. CC(C)/C=C1\CC/C(=C\c2cccnc2)C1=O

entry no.	25	26	27	28	29	30	31	32
VLA-4 inh	-5	3	29	-16	11	15	10	2
LAP4 TOR yeast	95	101	120	91	106	101	101	110
AGP1 TOR yeast	86	102	86	94	104	108	103	105
MEP2 TOR yeast	96	100	104	105	99	104	96	98
RPL19A TOR yeast	98	94	98	105	100	97	100	101
CIT2-GFP yeast	93	100	85	101	102	100	106	97
GASC-1 inh	22	-3	21	3	-7	-3	1	4
GRK2 aptamer HTS	1	1	1	0	7	0	2	0

33. CC1CCCC(NC(=O)COC(=O)c2ccccc2[N+](=O)[O-])C1C (stereo not drawn)
34. N/C(=N\OC(=O)c1ccccc1)c1ccccn1
35. COc1ccc(C2c3[nH]c4ccccc4c3CCN2C(=O)c2ccc(=O)n(C)n2)c(F)c1 (stereo not drawn)
36. CCC(=O)N1CCc2cc(S(=O)(=O)CCC(=O)Nc3ccc(OC)c(OC)c3)ccc21
37. CCOC(=O)c1c(NC(=O)COc2cccc3c2CCN(C)C3=O)sc2c1CCC2
38. COc1ccc(NS(=O)(=O)c2cn(C)cn2)cc1OC
39. Cc1ccc2oc(=O)cc(CN3CCN(Cc4ccccc4)CC3)c2c1
40. COc1ccc(Nc2nc(-c3ccccc3)nc3ccccc23)c(OC)c1

entry no.	33	34	35	36	37	38	39	40
VLA-4 inh	-2	4	7	-7	10	3	-16	3
LAP4 TOR yeast	101	100	97	94	112	103	99	110
AGP1 TOR yeast	102	89	95	101	111	102	106	82
MEP2 TOR yeast	105	106	100	99	145	97	100	98
RPL19A TOR yeast	103	101	98	102	114	103	105	90
CIT2-GFP yeast	97	104	100	98	114	103	102	71
GASC-1 inh	17	-14	-1	0	1	-2	-11	-7
GRK2 aptamer HTS	2	0	1	0	0	0	0	0

41. Cc1ccc(C)c(OCC(=O)NC2CCCCCC2)c1
42. CNC[C@@H]1Oc2ccc(NS(=O)(=O)c3ccc(Cl)cc3)cc2C(=O)N([C@H](C)CO)C[C@@H]1C
43. O=C(NCC(O)COc1ccc([N+](=O)[O-])cc1)c1ccccc1 (stereo not drawn)
44. CN(Cc1c(F)cccc1Cl)C(=O)CNC(=O)c1sc2ccccc2c1Cl
45. CCO[C@H]1OC(C(=O)O)=C[C@@H](c2ccc3c(c2)OCO3)[C@@H]1CCCO
46. CC(C)CCn1nc(C(=O)OC(C)C(=O)NC(N)=O)c2ccccc2c1=O (stereo not drawn)
47. COc1ccccc1C(=O)NCC(=O)NC(C)c1ccc(-n2ccnc2)cc1 (stereo not drawn)
48. CCN1CCN(S(=O)(=O)c2ccc(S(=O)(=O)N(CC)Cc3ccccc3)cc2)CC1

entry no.	41	42	43	44	45	46	47	48
VLA-4 inh	4	11	20	-5	26	-24	-10	5
LAP4 TOR yeast	100	103	115	104	95	98	100	100
AGP1 TOR yeast	91	101	109	96	97	99	105	108
MEP2 TOR yeast	106	99	103	93	100	91	97	102
RPL19A TOR yeast	101	103	100	97	92	95	101	101
CIT2-GFP yeast	96	98	97	88	97	94	99	106
GASC-1 inh	8	-6	8	-9	-29	-2	0	-4&0
GRK2 aptamer HTS	1	0	2	0	1	2	3	1

49. COCCN(C(=O)c1ccco1)c1nnc(-c2ccc(OC)cc2)s1
50. CSc1nc(C)c(CCOCc2ccc(F)cc2)c(=O)[nH]1
51. Cc1noc(C)c1S(=O)(=O)Nc1ccc2c(c1)C(=O)N([C@H](C)CO)C[C@H](C)[C@@H](CN(C)C(=O)Nc1ccccc1)O2
52. COc1ccc(CCCc2nnc(SCC(=O)Nc3nc(C)cs3)n2C)cc1
53. CCCN(CCC)CCCNC(=O)c1cn(C)c2ccc(S(=O)(=O)N(C)C3CCCCC3)cc2c1=O
54. C/C=C(/C)C(=O)Nc1cccc(C2=NOC3(C2)C[C@@H](C(N)=O)N(C(=O)/C=C/CC)C3)c1 (stereo partly drawn)
55. O=C(NCCc1ccccc1)C1CCCN(c2ncnc3c2nc2n3CCCCC2)C1 (stereo not drawn)
56. Cc1ccc(C)c(NC(=S)N2CCCC2)c1

entry no.	49	50	51	52	53	54	55	56
VLA-4 inh	8	-5	21	0	5	13	31	15
LAP4 TOR yeast	118	111	103	101	98	131	80	89
AGP1 TOR yeast	99	104	104	103	102	91	88	99
MEP2 TOR yeast	98	93	100	100	95	95	83	108
RPL19A TOR yeast	97	95	104	99	97	99	92	117
CIT2-GFP yeast	96	90	95	106	109	99	95	103
GASC-1 inh	86	2	/	131	1	15	-1	-27
GRK2 aptamer HTS	0	1	0	0	0	0	0	26

57. COc1cc(-c2noc(C)c2C(=O)NCCCN2CCCC2=O)cc(OC)c1OC
58. O=c1[nH]cc(S(=O)(=O)N2CCN(c3cccc(C(F)(F)F)c3)CC2)c(=O)[nH]1
59. CC(C)CNS(=O)(=O)c1ccc(S(=O)(=O)N2CCCN(Cc3ccccc3)C2)cc1
60. CC(C)(C)C(=O)CSc1ccc(S(=O)(=O)N2CCCC2)cn1
61. O=C(NCC1(O)CCCCC1)C1CCC(=O)N(Cc2ccccc2F)C1 (stereo not drawn)
62. O=C(CCC(=O)Nc1ccc(Br)cc1)N/N=C/c1ccccc1O

entry no.	57	58	59	60	61	62
VLA-4 inh	3	-4	3	4	-3	-5
LAP4 TOR yeast	89	102	98	102	79	98
AGP1 TOR yeast	89	102	103	98	88	99
MEP2 TOR yeast	93	93	100	98	105	107
RPL19A TOR yeast	93	94	/	97	106	102
CIT2-GFP yeast	83	94	105	90	101	103
GASC-1 inh	8	1	-30&-3	-10	4	5
GRK2 aptamer HTS	3	5	0	5	0	2

Assay outcomes as filed in PubChem BioAssay.
